USP2a inh: qHTS Assay for Inhibitors of Ubiquitin-specific Protease USP2a Using CHOP2 as the Reporter | Potency, µM (series often up to 38.3 µM), for the others: at the top dose activity change, negative = inhibition, most hits filed as inhibitors | USP2 core, Ub-CHOP2 coupled fluorogenic reporter, 485/531 | actives 0.01% (n = 330,000) | Ubiquitin carboxyl-terminal hydrolase 2 (Homo sapiens), O75604 | AID 463254, 2010;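 note: potency is the fitted concentration of half-maximal effect; plate controls were DMSO wells for no effect and full inhibition by NEM control for full effect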
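USP2 core (10nM final) preincubated 30min RT with compound in 20mM Tris-HCl pH 8.0, 2mM CaCl2, 2mM beta-mercaptoethanol, 0.05% CHAPS; 25nM Ub-CHOP2 plus 25nM reporter substrate added, fluorescence (Ex485/Em531) read after 60min.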
BRCA1 expr up: qHTS Assay to Identify Small Molecule Activators of BRCA1 Expression; MCF7-BRCA1-FFLuc reporter, luminescence, 48 h; response scale: scaled: vehicle 0%, 10 µM genistein 100%; Potency, µM (series often up to 46.1 µM), for inactives: top-dose activation, most hits filed as activators; actives 1.1% (n = 380,000); AID 624202, 2012; note: potency is the fitted concentration of half-maximal effect; nearly all actives have a fitted effect of over 80% in size; some results filed as inactive show a strong effect at the top dose
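Reporter cells (MCF7, BRCA1 promoter-firefly luciferase) received library compounds across a concentration series for 48 h. End-point luminescence was measured and concentration-effect curves derived after normalization.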
TRPV1 agonist: HTS Assay for Compounds that Act as Agonists of the Vanilloid Receptor 1; Transient receptor potential cation channel subfamily V member 1 (Homo sapiens), Q8NER1; TRPV1-expressing cells, Fluo-8 calcium influx, agonist mode; activation, % at 8.33 µM; actives 0.19% (n = 320,000); AID 540275, 2011; in the data active = activation above about 80%; inconclusive = between about 30% and that limit; note: 0% is about no effect
Target sequence (Q8NER1 whole entry, looked up): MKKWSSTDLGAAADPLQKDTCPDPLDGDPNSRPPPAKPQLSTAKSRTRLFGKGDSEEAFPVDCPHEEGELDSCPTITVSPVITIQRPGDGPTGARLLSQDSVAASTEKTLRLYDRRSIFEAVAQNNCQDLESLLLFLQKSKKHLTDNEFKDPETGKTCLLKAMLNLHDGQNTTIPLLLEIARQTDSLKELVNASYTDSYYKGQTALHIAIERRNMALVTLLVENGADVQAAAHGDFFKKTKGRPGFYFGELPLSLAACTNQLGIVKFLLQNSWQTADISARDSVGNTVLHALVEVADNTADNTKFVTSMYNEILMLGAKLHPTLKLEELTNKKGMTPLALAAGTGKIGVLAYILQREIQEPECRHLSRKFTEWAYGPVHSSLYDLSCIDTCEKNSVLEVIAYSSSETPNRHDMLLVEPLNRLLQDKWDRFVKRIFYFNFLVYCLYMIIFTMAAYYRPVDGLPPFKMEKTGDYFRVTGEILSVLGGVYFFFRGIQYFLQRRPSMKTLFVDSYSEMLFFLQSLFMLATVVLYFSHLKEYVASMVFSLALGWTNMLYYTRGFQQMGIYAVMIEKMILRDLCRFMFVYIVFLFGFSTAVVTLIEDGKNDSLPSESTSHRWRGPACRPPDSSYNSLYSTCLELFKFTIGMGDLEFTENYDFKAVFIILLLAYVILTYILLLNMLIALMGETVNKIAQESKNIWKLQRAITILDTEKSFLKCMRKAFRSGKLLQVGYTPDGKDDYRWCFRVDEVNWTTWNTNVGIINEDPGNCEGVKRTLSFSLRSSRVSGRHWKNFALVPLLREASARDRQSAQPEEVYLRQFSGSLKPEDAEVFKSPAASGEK
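TRPV1-expressing cells were cultured overnight at 35.5C and loaded with Fluo-8 calcium dye for 40 to 90 min at room temperature. After a 10 s baseline, compound was added and calcium influx was read kinetically for 3 min (ex 480/em 520 nm).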
PTAP TSG101 blk: qHTS Assay for Iinhibitors of HIV-1 Budding by Blocking the Interaction of PTAP/TSG101; Tumor susceptibility gene 101 protein (Homo sapiens), Q99816; Fluorescence polarization, FITC-PTAP peptide / Tsg101 binding; Potency, µM (top dose mostly 115 µM), without a hit: at the top dose activity change, negative = inhibition, most hits filed as inhibitors; 340,000 tested, under 10 active; active = well fitted inhibition curve with a large enough effect in the main read-out, with a control signal flat, not every such curve was filed as active; inconclusive = small, poorly fitted or top-dose-only effect, or effect the other way, or a change in a side signal; inactive = no such curve, though single readings can be large or run the other way; note: potency is the fitted concentration of half-maximal effect; % of control where 0% means no effect
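FP read-out: FITC-PTAP peptide, 50 nM final, binding Tsg101 binding domain, 10 uM final; 20 min, r.t.; 10 mM HEPES pH 7.5, 0.15 M NaCl, 0.01% Tween 20, 3 mM EDTA, 0.1 mM TCEP.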
ASM inhibitor: Inhibitors of Secretory Acid Sphingomyelinase (S-ASM): qHTS; actives 0.006% (n = 340,000); placental ASM, HMU-PC fluorogenic substrate, 60 min; Sphingomyelin phosphodiesterase (Homo sapiens), P17405; Potency, µM (series often up to 57.5 µM), without a hit: at the highest dose activity change, negative = inhibition, hits mostly inhibitors; note: potency is the fitted concentration of half-maximal effect
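qHTS format. ASM enzyme prepared from human placenta hydrolyses the fluorogenic substrate HMU-PC0 (9 uM final) over 60 min at 37 °C after a 10 min compound preincubation.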
Eya2 inh: qHTS Assay for Inhibitors of the Phosphatase Activity of Eya2. Protein phosphatase EYA2 (Homo sapiens), O00167. recombinant Eya2, OMFP fluorescence dephosphorylation (OMFP is methylfluorescein phosphate). Potency, µM (doses to about 76.9 µM), without a hit: at the highest dose activity, negative = inhibition, most hits filed as inhibitors. actives 0.006% (n = 330,000). AID 488837, 2010; note: potency is the fitted concentration of half-maximal effect; % is set by controls: 0 for no effect and ±100 for the full control effect
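Eya2 protein (added as 0.2 uM solution) was preincubated with compound for 10 min at ambient temperature in 50 mM HEPES pH 7.5, 50 mM NaCl, 5 uM MgCl2, 0.05% BSA, 1 mM DTT. OMFP (added at 50 uM) then reacted 10 min; fluorescence read at 485/525 nm.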
Integrin act MD: qHTS for Activators of Integrin-Mediated Alleviation for Muscular Dystrophy. alpha7betagal myoblasts, beta-gal FDG fluorescence, 48 h. Potency, µM (doses to about 38.3 µM), without a hit: top-dose activation, actives largely listed as activators. actives 0.064% (n = 350,000). AID 624291, 2012;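 note: potency is the fitted concentration of half-maximal effect; 100% = response of the positive control SU9516; nearly all actives have a fitted effect of over 60% in size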
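alpha7betagal+/- myoblasts (passage 13, 250/well) treated 48 h at 37C with compounds at 1:260 dilution of DMSO stock. Lysed, then beta-galactosidase activity read as FDG fluorescence (ex 480/em 540) after 30 min, with pre-read for autofluorescence.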
ELG1 genotoxic: qHTS screen for small molecules that induce genotoxicity in human embryonic kidney (HEK293T) cells expressing luciferase-tagged ELG1; Potency, µM (titrated, usually from 46 µM), for inactives: at the top dose activity change, positive = activation, actives largely listed as activators; HEK293T ELG1-luciferase reporter, luminescence, 16 h; AID 504466, 2011; actives 1.3% (n = 330,000); note: potency is the fitted concentration of half-maximal effect; % of control where 0% means no effect; nearly all actives have a fitted effect of over 60% in size
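Step 1: seed 2,000 HEK293T ELG1-luciferase cells per well. Step 2: add compound or DMSO, incubate 16 hr at 37 °C. Step 3: ONE-Glo, 30 min at room temperature, read luminescence.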
p53 reactivation: qHTS assay for re-activators of p53 using a Luc reporter. H1299 p53-A138V BP100-luciferase reporter, luminescence, 24 h. Potency, µM (series often up to 92.2 µM), for the others: top-dose activity change, positive = activation, usual class: activators. actives 0.063% (n = 320,000); note: potency is the fitted concentration of half-maximal effect; % of control where 0% means no effect; nearly all actives have a fitted effect of over 45% in size
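H1299 (p53-null), stable ts p53-A138V + BP100-Luc; 1000 cells/well, Opti-MEM/10% FBS; cpd 4 pt, 1:5; 24 h, 37 deg C, 5% CO2; detection reagent 10 min RT; luminescence.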
uPA generation: qHTS for Inhibitors of Cell Surface uPA Generation | actives 0.31% (n = 330,000) | cell surface uPA generation assay, qHTS | Potency, µM (top dose mostly 38.3 µM), inactives show top-dose activity change, negative = inhibition, most hits filed as inhibitors; active = well fitted inhibition curve with a large enough effect; inconclusive = small, poorly fitted or top-dose-only effect; inactive = no such curve, though single readings can be large or run the other way; tested in mouse RAW 264.7 cells; note: potency is the fitted concentration of half-maximal effect; % is set by controls: 0 for no effect and ±100 for the full control effect; nearly all actives have a fitted effect of over 55% in size
B2AR arrestin: qHTS assay of beta-arrestin-biased ligands of beta2-adrenergic receptor; actives 0.02% (n = 330,000); beta-arrestin recruitment to beta2AR, cell-based reporter; Beta-2 adrenergic receptor (Homo sapiens), P07550; Potency, µM (highest dose often 46.1 µM), for inactives: top-dose activation, most hits filed as activators;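 note: potency is the fitted concentration of half-maximal effect; 0% = DMSO controls and full agonism = EC100 isoproterenol or metaproterenol; nearly all actives have a fitted effect of over 65% in size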
The depositor's hits bear a star; [ ] = dose if it differs, or a comment. Unless noted, calls come from the whole dose curve; as a rule, active = well fitted curve in the direction sought with a large enough effect; inconclusive = small, poorly fitted or top-dose-only effect, or another doubt; inactive = no such curve, though single readings can be large; an effect the other way counts as inactive or inconclusive. This is a random part of the collection. About 2.6% of those tested had a hit in this group.

CCNc1cccc2c1C(=O)N(C)C2=O was read as USP2a inh inconclusive, BRCA1 expr up 6%, TRPV1 agonist 9, PTAP TSG101 blk inconclusive, ASM inhibitor 2%, Eya2 inh 40%, Integrin act MD -20%, ELG1 genotoxic 1%, p53 reactivation -3%, uPA generation 2% and B2AR arrestin -1.1%.
`COc1cccc(Oc2cnc(N)nc2-c2ccc(OC)cc2O)c1` gave USP2a inh 0%, BRCA1 expr up -80%, TRPV1 agonist 9, PTAP TSG101 blk 0%, ASM inhibitor -10%, Eya2 inh 11%, Integrin act MD -9%, ELG1 genotoxic 0%, p53 reactivation -17%, uPA generation -14% and B2AR arrestin inconclusive.
Screening CCOCCCNC(=O)C1CCC(CNS(=O)(=O)c2ccc(F)cc2)CC1 (stereo not given) returned USP2a inh 4%, BRCA1 expr up -10%, TRPV1 agonist -1, PTAP TSG101 blk -1%, ASM inhibitor 3%, Eya2 inh 10%, Integrin act MD 27%, ELG1 genotoxic 2%, p53 reactivation 9%, uPA generation 5% and B2AR arrestin -0.4%.
For Cc1ccccc1NC(=O)NNC(=O)COc1ccc2ccccc2c1 the results were USP2a inh 1%, BRCA1 expr up -34%, TRPV1 agonist -4, PTAP TSG101 blk -1%, ASM inhibitor -1%, Eya2 inh 9%, Integrin act MD -10%, ELG1 genotoxic 1%, p53 reactivation -10%, uPA generation 3% and B2AR arrestin 0.2%.
For COc1ccc(C)cc1NC(=O)NC1CCCCCCC1 the results were USP2a inh -3%, BRCA1 expr up -34%, TRPV1 agonist 12, PTAP TSG101 blk 1%, ASM inhibitor -6%, Eya2 inh -3%, Integrin act MD -15%, ELG1 genotoxic -1%, p53 reactivation 1%, uPA generation 2% and B2AR arrestin -0.3%.
CCN(CC)CCNC(=O)C12CC3CC(CC(C3)C1)C2 was read as USP2a inh 0%, BRCA1 expr up -16%, TRPV1 agonist 1, PTAP TSG101 blk -10%, ASM inhibitor 1%, Eya2 inh 12%, Integrin act MD -8%, ELG1 genotoxic 4%, p53 reactivation 1%, uPA generation 2% and B2AR arrestin -0.4%.
N#CC(CO)(Cc1ccc(OC(F)F)cc1)c1nc2ccccc2[nH]1 (stereo not given) was read as USP2a inh 1%, BRCA1 expr up -18%, TRPV1 agonist inconclusive, PTAP TSG101 blk -1%, ASM inhibitor -2%, Eya2 inh -11%, Integrin act MD -11%, ELG1 genotoxic -5%, p53 reactivation 7%, uPA generation -5% and B2AR arrestin -0.4%.
CNC(=O)C(=O)NCCN1CCN(C(=O)c2ccc([N+](=O)[O-])cc2)CC1 was read as USP2a inh 1%, BRCA1 expr up 1%, TRPV1 agonist -4, PTAP TSG101 blk -6%, ASM inhibitor 4%, Eya2 inh 4%, Integrin act MD -5%, ELG1 genotoxic 6%, p53 reactivation 0%, uPA generation -4% and B2AR arrestin -0.7%.
Screening C[C@@H](C(=O)Nc1nccs1)N1C(=O)C2CC=CCC2C1=O (stereo not given in full) returned USP2a inh 2%, BRCA1 expr up -14%, PTAP TSG101 blk 1%, ASM inhibitor -1%, Eya2 inh 2%, Integrin act MD 9%, ELG1 genotoxic 6%, p53 reactivation 5%, uPA generation 0% and B2AR arrestin -1.3%.
Screening Cc1ccc(S(=O)(=O)Nc2c(C)nn(C)c2C)cc1C returned USP2a inh -2%, BRCA1 expr up -24%, TRPV1 agonist 2, PTAP TSG101 blk 0%, ASM inhibitor 2%, Eya2 inh 10%, Integrin act MD -1%, ELG1 genotoxic inconclusive, p53 reactivation 1%, uPA generation -3% and B2AR arrestin 0.1%.
For CCc1cc2c(=O)nc3n(c2s1)Cc1ccccc1/C3=C(/O)c1cccc([N+](=O)[O-])c1 the results were USP2a inh 3%, BRCA1 expr up -5%, TRPV1 agonist -2, PTAP TSG101 blk -7%, ASM inhibitor -3%, Eya2 inh 3%, Integrin act MD 13%, ELG1 genotoxic 1%, p53 reactivation 5% and B2AR arrestin 0.5%.
Cc1ccc(C(=O)n2cnnc2N)cc1C was read as USP2a inh -1%, BRCA1 expr up 2%[1.84 µM], TRPV1 agonist -4, PTAP TSG101 blk -2%, ASM inhibitor 2%, Eya2 inh -24%, Integrin act MD inconclusive, ELG1 genotoxic 1%, p53 reactivation 8%, uPA generation 1% and B2AR arrestin -0.3%.
Screening O=S(=O)(NCc1ccco1)c1cnc(Cl)c(Cl)c1 returned USP2a inh 3%, BRCA1 expr up -14%, TRPV1 agonist -1, PTAP TSG101 blk -7%, ASM inhibitor 0%, Eya2 inh -2%, Integrin act MD -21%, ELG1 genotoxic 1%, p53 reactivation -1%, uPA generation -13% and B2AR arrestin -0.2%.
For O=C(Nc1cccc(-c2nc3cccnc3s2)c1)c1ccc(Cl)nc1 the results were USP2a inh 5%, BRCA1 expr up -4%, TRPV1 agonist 7, PTAP TSG101 blk -3%, ASM inhibitor -2%, Eya2 inh -22%, Integrin act MD 4%, ELG1 genotoxic -6%, p53 reactivation 4%, uPA generation 4% and B2AR arrestin -0.4%.
For CCCNC(=S)N1CCN(C)CC1 the results were USP2a inh -1%, BRCA1 expr up -18%, TRPV1 agonist 1, PTAP TSG101 blk -3%, ASM inhibitor 2%, Eya2 inh -6%, Integrin act MD 0%, ELG1 genotoxic 2%, p53 reactivation -4%, uPA generation 2% and B2AR arrestin -0.8%.
CC(=O)N1c2ccc(S(=O)(=O)NCC3CCC(C(=O)Nc4cccc(C)n4)CC3)cc2CC1C (stereo not given) was read as USP2a inh 4%, BRCA1 expr up -15%, TRPV1 agonist 1, PTAP TSG101 blk -4%, ASM inhibitor -1%, Eya2 inh -17%, Integrin act MD -47%[inhibitor], ELG1 genotoxic -18%, p53 reactivation -3%, uPA generation -8% and B2AR arrestin -0.9%.
Screening Cc1ccc(CCCOC(=O)C[N+]2(C)CCCCC2)cc1 returned USP2a inh 2%, BRCA1 expr up -5%, TRPV1 agonist 0, PTAP TSG101 blk 0%, ASM inhibitor -2%, Eya2 inh 4%, Integrin act MD -5%, ELG1 genotoxic -1%, p53 reactivation 1%, uPA generation -8% and B2AR arrestin -0.3%.
`CCOC(=O)C[C@H]1c2ccc(C(F)(F)F)cc2S(=O)(=O)N1C(C)C` gave BRCA1 expr up -23%, PTAP TSG101 blk 2%, ASM inhibitor 13%, Integrin act MD -2% and uPA generation -1%.
For CSc1nc(N)nc(N(C)C)n1 the results were USP2a inh -1%, BRCA1 expr up 13%, TRPV1 agonist -1, PTAP TSG101 blk -8%, ASM inhibitor -1%, Eya2 inh 4%, Integrin act MD 11%, ELG1 genotoxic 0%, p53 reactivation -2%, uPA generation -8% and B2AR arrestin 0.4%.
Nc1ccc(-c2cn3cccnc3n2)cc1 was read as USP2a inh 2%, BRCA1 expr up 63%, TRPV1 agonist 1, PTAP TSG101 blk 0%, ASM inhibitor 12%, Eya2 inh 5%, Integrin act MD 23%, ELG1 genotoxic 13%, p53 reactivation 1%, uPA generation -5% and B2AR arrestin -0.2%.
COc1ccc2nc(SCC(=O)NCc3ccc(F)cc3)[nH]c2c1 was read as USP2a inh 0%, BRCA1 expr up -2%, TRPV1 agonist 28, PTAP TSG101 blk -9%, ASM inhibitor -1%, Eya2 inh -8%, Integrin act MD 15%, ELG1 genotoxic -8%, p53 reactivation -1%, uPA generation 1% and B2AR arrestin 0.0%.
Screening CC1(C(=O)N2CCN(c3ccccc3)CC2)CC1(Cl)Cl (stereo not given) returned USP2a inh 1%, BRCA1 expr up 6%, TRPV1 agonist 3, PTAP TSG101 blk -1%, ASM inhibitor -2%, Eya2 inh -6%, Integrin act MD -33%, ELG1 genotoxic -3%, p53 reactivation -4%, uPA generation -1% and B2AR arrestin -0.5%.

Screens: PubChem, National Center for Advancing Translational Sciences (NCATS)
